L major viab – Leishmania major promastigote growth inhibition, primary screen | Leishmania major promastigotes, resazurin fluorescence viability | inhibition, % at 10 µM | 9% of 200,000 active; in the data active = inhibition above about 50%;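 note: promastigotes grown with compound for 44 hours at 28 °C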
ROMK mod – ROMK potassium channel modulators, primary screen, cell-based, thallium flux, MLSMR library. ATP-sensitive inward rectifier potassium channel 1 (Homo sapiens), P48048. Tet-inducible ROMK, thallium flux fluorescence; actives lie on both sides. B-score at 10 µM. 2% of 130,000 active. AID 1918, 2009;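 active = signal ratio slope over the read window, or its plate-corrected B-score, at least 3 SD from the plate mean, either direction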;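 note: B-score of the F/F0 ratio slope over 7 to 12 s after thallium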
Target sequence (P48048 whole entry, looked up): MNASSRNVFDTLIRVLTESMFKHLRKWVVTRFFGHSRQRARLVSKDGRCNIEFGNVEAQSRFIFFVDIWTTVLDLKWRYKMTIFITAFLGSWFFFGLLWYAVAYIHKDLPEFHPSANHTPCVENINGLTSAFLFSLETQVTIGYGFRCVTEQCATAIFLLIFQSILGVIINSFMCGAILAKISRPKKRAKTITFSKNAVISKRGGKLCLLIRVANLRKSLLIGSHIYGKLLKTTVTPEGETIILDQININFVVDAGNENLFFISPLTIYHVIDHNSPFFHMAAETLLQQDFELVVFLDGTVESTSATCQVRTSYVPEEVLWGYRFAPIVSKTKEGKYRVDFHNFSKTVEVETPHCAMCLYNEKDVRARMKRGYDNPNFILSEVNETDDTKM
TLR4-MyD88 BLA – inhibitors of TLR4-MyD88 association in cells, primary screen, cell-based, HeLa CL3-4, BLA complementation, FRET ratio; Toll-like receptor 4 (Homo sapiens) + Myeloid differentiation primary response protein …; HeLa CL3-4 TLR4/MyD88 BLA complementation; inhibition, % at 8.4 µM; 0.18% of 200,000 active; AID 861, 2007; in the data active = inhibition above about 25%;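 note: 0% = vehicle and 100% = reference inhibitor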
PPARg SRC3 recr – PPARgamma agonists recruiting SRC-3 coactivator, primary screen, biochemical | Peroxisome proliferator-activated receptor gamma (Homo sapiens), P37231 | biochemical PPARgamma/SRC-3 coactivator recruitment assay | activation, % at 8 µM | 0.26% of 200,000 active | AID 731, 2007; in the data active = activation above about 23%;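 note: 0% = DMSO and 100% = reference agonist; some compounds past the cut are filed as inactive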
Target sequence (P37231 whole entry, looked up): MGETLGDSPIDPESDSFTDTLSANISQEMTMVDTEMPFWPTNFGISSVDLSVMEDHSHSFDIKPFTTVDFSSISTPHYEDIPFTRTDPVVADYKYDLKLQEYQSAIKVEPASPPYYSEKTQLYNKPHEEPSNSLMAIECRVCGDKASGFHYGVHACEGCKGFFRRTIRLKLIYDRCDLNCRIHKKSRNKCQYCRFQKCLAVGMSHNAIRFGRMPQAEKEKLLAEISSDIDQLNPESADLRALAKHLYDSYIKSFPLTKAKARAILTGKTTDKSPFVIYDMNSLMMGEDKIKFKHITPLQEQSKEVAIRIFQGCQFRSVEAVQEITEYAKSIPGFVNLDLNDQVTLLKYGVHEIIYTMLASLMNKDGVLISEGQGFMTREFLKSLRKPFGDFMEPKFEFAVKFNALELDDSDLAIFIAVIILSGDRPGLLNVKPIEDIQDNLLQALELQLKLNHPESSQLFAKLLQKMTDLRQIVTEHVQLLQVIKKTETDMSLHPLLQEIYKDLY
PPARg SRC1 recr – PPARgamma agonists recruiting SRC-1 coactivator, primary screen, biochemical. activation, % at 8 µM. AID 631, 2007. 0.41% of 200,000 active. PPARgamma-SRC-1 coactivator recruitment biochemical assay; in the data active = activation above about 19%;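 note: 0% = DMSO and 100% = reference agonist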
S1P3 antagonist – S1P3 receptor antagonists, primary screen, cell-based. 0.27% of 170,000 active. inhibition, % at 4.98 µM. AID 485, 2006. CHO S1P3 NFAT-BLA reporter, FRET fluorescence, antagonist mode;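 active = inhibition above the plate cutoff, the mean inhibition of test wells on that plate plus 3 SD, cut at about 28% in these data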;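 note: cells challenged with S1P at its EC80 of 0.8 µM; blue over green emission ratio from cleaved BLA substrate after 4 h stimulation; 0% = S1P-stimulated wells and 100% = unstimulated DMSO-only wells; some compounds past the cut are filed as inactive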
bIAP activator – bovine intestinal alkaline phosphatase activators, primary screen, biochemical, bovine IAP, CDP-star luminescence; purified bovine IAP, 30 min; active compounds read high; fold of DMSO-control signal, blank-subtracted; activation factor at 20 µM; 0.17% of 200,000 active;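 active = activation factor of 2 or more at 20 µM, a signal rise over negative controls twice the positive control's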
bIAP inhibitor – bovine intestinal alkaline phosphatase inhibitors, primary screen, selectivity assay for TNAP inhibitor project, biochemical, bovine IAP, CDP-star luminescence | inhibition, % at 20 µM | alkaline phosphatase, intestinal [Bos taurus] | purified bovine IAP, 30 min | 190,000 tested, under 10 active;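 active = over 50% inhibition of intestinal alkaline phosphatase at 20 µM in the single-dose screen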
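System: Purified bovine intestinal alkaline phosphatase (IAP) enzyme | Input: IAP diluted 1/65,000,000 in the well | Also added: CDP-star chemiluminescent phosphatase substrate, 30 µM final | Dosing: 20 µM single dose | Times: Enzyme reaction for 30 min at room temperature | Detection: Luminescence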
Redox H2O2 prof – compounds producing H2O2 with reducing agent – biochemical, NIH compound library profiling, artefact control for MLSCN library redox annotation, primary screen | 0.03% of 200,000 active | activation, % at 10 µM | AID 878, 2007 | DTT-dependent redox cycling H2O2, phenol red/HRP absorbance; 100% = 100 µM peroxide control, 0% = buffer;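 active = activation of at least 50% relative to the plate's high and low controls in the primary single-dose screen; inactive = activation below 50%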;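 note: compound incubated with DTT at 0.8 mM final as the reducing agent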
PPARg SRC2 recr – agonists of PPARg-SRC-2 recruitment, primary screen, biochemical, HTS | Peroxisome proliferator-activated receptor gamma (Homo sapiens), P37231 | PPARgamma LBD-SRC-2 recruitment | AID 1032, 2008 | activation, % at 8 µM | 0.34% of 200,000 active; in the data active = activation above about 22%;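 note: 0% = vehicle and 100% = reference agonist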
SRC2 TRFRET art – TR-FRET signal artefacts, primary screen, artefact control for PPARgamma SRC-2 agonist project, biochemical; TR-FRET artefact counter-screen; active compounds read high; TR-FRET ratio at 8 µM; 0.4% of 200,000 active; AID 1049, 2008; in the data active = TR-FRET ratio above about 2000; note: inactives centre near 1500
An asterisk follows results filed as active; i = inactive; · = no result given.

SMILES | L major viab | ROMK mod | TLR4-MyD88 BLA | PPARg SRC3 recr | PPARg SRC1 recr | S1P3 antagonist | bIAP activator | bIAP inhibitor | Redox H2O2 prof | PPARg SRC2 recr | SRC2 TRFRET art
COc1ccc(N2CCN(C(CNC(=O)C(=O)NCc3ccncc3)c3ccco3)CC2)cc1 (stereo not drawn) | 4 | 0.4 | -1 | -2 | 6 | -10 | 1.1 | -8 | -1.8 | 6 | 1703
COc1ccc(CCNCC(=O)Nc2ccccc2C(F)(F)F)cc1 | -9 | -0.11 | 5 | 1 | 1 | -11 | 1.1 | -12 | -2.2 | 1 | 1607
Cc1ccccc1CSCC(=O)NC(=O)NCc1ccco1 | -7 | · | -1 | 7 | 5 | 1 | 0.8 | 19 | -2.2 | 8 | 1649
CC(C)CC(=O)NC(NC(=O)CC(C)C)c1cccc([N+](=O)[O-])c1 | 2 | -0.28 | 12 | -3 | -5 | 2 | 1.1 | -10 | -0.7 | 1 | 1498
COc1ccc(-c2c(C(C)=O)c(C)nc3sc4c(=O)[nH]nnc4c23)cc1 | 59* | -0.0072 | -20 | -1 | 3 | 0 | 0.9 | 12 | 0.0 | 2 | 1479
COc1ccc(/C=C2/CCOC2=O)cc1 | -6 | · | -4 | 11 | 3 | · | 0.8 | 18 | -4.5 | 13 | 1791
O=C(COc1ccccc1)Nc1nnc(-c2ccc(Cl)s2)o1 | -1 | · | -3 | -4 | -11 | 1 | 0.9 | 13 | -0.8 | -1 | 1571
COc1ccc(-n2nnnc2SCC(=O)NCc2ccco2)cc1OC | -8 | · | 5 | 2 | -3 | -20 | 1 | 0 | -0.1 | 6 | 1552
Cc1cc(NC(=O)CSc2nccn2-c2ccc(F)cc2)no1 | -2 | · | 2 | 6 | 0 | -4 | 0.9 | 11 | 1.5 | 10 | 1532
COc1ccc(C(=O)/C=C/Nc2c(C)n(C)n(-c3ccccc3)c2=O)c(OC)c1 | -10 | 0.64 | 4 | 6 | 0 | -16 | 1.1 | -10 | 0.1 | 20 | 1736
CC(NC(=S)Nc1ccccc1C(F)(F)F)C1CC2CCC1C2 (stereo not drawn) | 35 | -0.76 | 16 | 2 | 8 | -3 | 1 | 5 | -0.8 | 6 | 1636
O=S(=O)(N1CCOCC1)N1CCN(c2ccc(F)cc2)CC1 | -5 | 0.96 | 1 | -10 | -7 | · | 0.9 | 9 | 0.0 | -1 | 1371
CNCCCOc1cccc(Oc2ccccc2)c1 | 99* | -1.2 | -3 | 4 | 2 | -7 | 0.9 | 11 | -2.6 | 5 | 1744
O=C(c1cccnc1)N(c1cc2sc(=O)oc2c2ccccc12)S(=O)(=O)c1ccccc1 | 99* | 0.056 | 0 | 7 | 14 | 0 | 0.9 | 10 | -0.1 | 6 | 1788
O=C(NC1CCS(=O)(=O)C1)c1cccnc1 (stereo not drawn) | -3 | 0.52 | -2 | 0 | -1 | -4 | 1 | -4 | -0.1 | -1 | 1466
CC(C)c1cccc(C(C)C)c1NC(=O)c1ccccc1 | 11 | · | 2 | -4 | 2 | 10 | 1 | 0 | -0.1 | 1 | 1659
O=c1c2ccccc2sn1-c1cc(S(=O)(=O)N2CCOCC2)ccc1N1CCCC1 | -14 | -1.9 | 4 | 3 | 3 | · | 1.1 | -11 | -0.5 | 6 | 1476
COc1ccc(S(=O)(=O)N2Cc3ccccc3CC2C(=O)Nc2nccs2)cc1 (stereo not drawn) | 99* | · | 8 | 8 | 4 | · | 1 | 2 | 2.2 | -3 | 1468
COc1ccc(C2(CNC(=O)c3ccc(C)cc3)CCOCC2)cc1 | -7 | -0.2 | -3 | 3 | 5 | -8 | 1.1 | -13 | 1.6 | 1 | 1485
Cc1cc(N2CCCC2)ccc1/C=C1/C(=O)N(C)C(=S)N1C | 5 | -1.4 | 12 | 1 | -1 | -13 | 0.8 | 17 | -1.6 | 0 | 1453
Cc1cccc2cc(CN(CCCO)C(=O)Nc3ccccc3Cl)c(=O)[nH]c12 | -1 | · | -3 | 3 | -7 | 9 | 1 | 5 | -0.8 | 2 | 1644
O=C1NC(Nc2nccs2)(C(F)(F)F)C(=O)N1CCc1ccccc1 (stereo not drawn) | 1 | 1.4 | 0 | -7 | 3 | -27 | 1.4 | -36 | 1.9 | 5 | 1596
Clc1ccc2noc(-c3ccccc3)c2c1 | 0 | · | 5 | -10 | -4 | · | 1 | 2 | -0.6 | 8 | 1359
COc1ccc(/C=C(\C#N)C(=O)Nc2cccnc2)cc1 | -5 | 0.18 | 11 | 1 | 4 | 7 | 0.9 | 10 | 0.2 | 0 | 1497
COc1ccc(-n2c(C)nc3cc(C(=O)N4CCOCC4)ccc32)cc1 | -1 | · | -3 | 4 | 10 | 7 | 1.1 | -15 | 0.9 | 14 | 1703
CC(C)COC(=O)c1cccc2c1-c1ccccc1/C2=N\O | 6 | 0.025 | 2 | -2 | -3 | · | 0.9 | 14 | 0.3 | 7 | 1394
CN(C)C(=O)c1snnc1-c1ccccc1 | -5 | · | 2 | 4 | 0 | · | 0.9 | 13 | -2.1 | 7 | 1604
CSc1nnc(C)c(/C=C/Nc2ccc(C)cc2)n1 | -3 | · | 11 | 3 | 9 | · | 0.8 | 17 | 2.0 | 10 | 1539
CCN(CC(=O)NC)S(=O)(=O)c1ccc(Br)cc1 | -3 | · | 13 | -3 | -2 | -20 | 0.9 | 6 | 0.4 | 5 | 1686
CS(=O)(=O)N1CCN(C(=O)c2cc3ccccc3oc2=O)CC1 | -11 | -0.21 | 11 | 8 | 1 | 2 | 1 | -2 | -2.2 | 12 | 1577
COc1cc(CC(=O)Nc2ccc(S(=O)(=O)N(C)C)cc2)cc(OC)c1OC | 1 | · | 4 | 5 | 1 | 7 | 1.1 | -14 | -1.6 | -2 | 1505
Cc1ccc(S(=O)(=O)N(C)C)cc1NC(=S)NCc1ccco1 | -2 | 0.85 | -13 | 1 | 6 | -1 | 0.9 | 14 | -0.2 | 0 | 1518
O=C(CSc1c[nH]c2ccccc12)N1CCCc2ccccc21 | 50 | · | -18 | 7 | 11 | · | 0.7 | 31 | 0.5 | 7 | 1681
O=c1c2ccccc2nnn1COc1cccc2ccccc12 | 8 | 0.025 | -15 | -2 | 4 | -16 | 1 | 2 | 0.3 | -6 | 1518
Cc1ccc(N2C(S)=C(C#N)C(=O)NC2c2cccs2)cc1 (stereo not drawn) | 61* | -0.37 | 5 | 4 | 9 | -4 | 1.2 | -15 | 0.1 | -1 | 1569
CCC(C(=O)Nc1cc(Cl)ccc1OC)c1ccccc1 (stereo not drawn) | 3 | -0.81 | 4 | 0 | -1 | 11 | 1 | 3 | 0.0 | 3 | 1531
COC(=O)N/N=C(C)\C=C\c1ccco1 | 5 | 0.014 | -3 | 9 | 7 | -1 | 6.4* | i | -0.5 | 2 | 1724
C=CCn1c(C(CCCC)CC(O)COCCC)n[nH]c1=S (stereo not drawn) | 3 | 0.26 | 9 | -2 | 0 | -11 | 0.9 | 7 | 0.2 | 2 | 1594
CC(=O)NCCn1c(SCc2cc(=O)n3cc(Cl)ccc3n2)nc2ccccc2c1=O | -6 | 0.62 | -2 | -2 | 1 | -4 | 1.1 | -6 | 1.5 | 3 | 1508
CCC/C(O)=C1\C(=O)CCCC1=NCCc1ccc(OCC)c(OCC)c1 | 5 | 0.23 | -16 | 2 | 9 | 2 | 1.1 | -6 | -0.9 | -1 | 1486

Fetched by compound from the list above (4):
SMILES | L major viab | ROMK mod | TLR4-MyD88 BLA | PPARg SRC3 recr | PPARg SRC1 recr | S1P3 antagonist | bIAP activator | bIAP inhibitor | Redox H2O2 prof | PPARg SRC2 recr | SRC2 TRFRET art
COC(=O)N/N=C(C)\C=C\c1ccco1 | 5 | 0.014 | -3 | 9 | 7 | -1 | 6.4* | i | -0.5 | 2 | 1724
COc1cc(CC(=O)Nc2ccc(S(=O)(=O)N(C)C)cc2)cc(OC)c1OC | 1 | · | 4 | 5 | 1 | 7 | 1.1 | -14 | -1.6 | -2 | 1505
O=c1c2ccccc2nnn1COc1cccc2ccccc12 | 8 | 0.025 | -15 | -2 | 4 | -16 | 1 | 2 | 0.3 | -6 | 1518
Cc1ccc(N2C(S)=C(C#N)C(=O)NC2c2cccs2)cc1 (stereo not drawn) | 61* | -0.37 | 5 | 4 | 9 | -4 | 1.2 | -15 | 0.1 | -1 | 1569

(further entries)
SMILES | L major viab | ROMK mod | TLR4-MyD88 BLA | PPARg SRC3 recr | PPARg SRC1 recr | S1P3 antagonist | bIAP activator | bIAP inhibitor | Redox H2O2 prof | PPARg SRC2 recr | SRC2 TRFRET art
CCCC(C)n1[nH]c(=O)c2c(C)cc(C)nc21 (stereo not drawn) | 1 | · | -4 | 2 | 10 | -4 | 1 | 3 | 1.1 | 9 | 1585
O=C(Cn1ncc2c(=O)oc3ccccc3c21)N1CCN(C(=O)c2ccco2)CC1 | -4 | · | -13 | -9 | -1 | 4 | 0.9 | 5 | 2.0 | 4 | 1613
Cc1c(C(=O)NCc2ccco2)oc2ccc(S(=O)(=O)N3CCC4(CC3)OCCO4)cc12 | 33 | · | -10 | -1 | -1 | · | 1.1 | -9 | 3.2 | -2 | 1536
Fc1ccc(-n2cc(-c3ccccc3)[n+]3c2SCC3)cc1 | 3 | · | 10 | 2 | -8 | -7 | 0.9 | 7 | 0.4 | 4 | 1292
CCOC(=O)N1CCN(C(=O)Cc2cccc3ccccc23)CC1 | -2 | -0.44 | -10 | 2 | -4 | 1 | 1 | 1 | 0.6 | 9 | 1603
CSCCC(NS(=O)(=O)c1cccs1)C(=O)NCc1ccccc1 (stereo not drawn) | -3 | -1 | -1 | -2 | -4 | -2 | 0.9 | 8 | 0.1 | 6 | 1482
O=C(c1ccc(N2CCN(C3CC(=O)N(Cc4cccs4)C3=O)CC2)cc1)c1cccnc1 (stereo not drawn) | 7 | -2.8 | -11 | -1 | -2 | 8 | 1.2 | -24 | -0.1 | 1 | 1613
O=C(CSC1CC(=O)N(CCc2ccccc2)C1=O)Nc1ccc(Br)cc1 (stereo not drawn) | 2 | -0.77 | -1 | 3 | -1 | · | 0.8 | 16 | -8.8 | -4 | 1642
O=[N+]([O-])c1ccc(CSc2nc3ccccc3[nH]2)cc1 | 5 | · | -9 | -3 | 1 | 11 | 0.9 | 14 | 0.5 | 5 | 1664
O=C(Nc1ccccc1)c1n[nH]c(Cn2cncn2)n1 | -1 | · | 3 | -3 | 1 | · | 1 | 4 | -8.2 | 5 | 1499
O=C(NCC(c1cccs1)N1CCOCC1)c1cc([N+](=O)[O-])cc([N+](=O)[O-])c1 (stereo not drawn) | 37 | · | 10 | 0 | -1 | 1 | 0.9 | 8 | 0.3 | -10 | 1392
Fc1ccc(CNC(=S)Nc2ccc(Cl)cc2Cl)cc1 | 10 | · | -7 | 0 | -5 | 21 | 1 | 2 | 0.4 | -6 | 1461
